Source: PubChem BioAssay
Nrf2 inh: blocks Nrf2 signaling; A549 ARE-Fluc reporter, luciferase luminescence, 18-24 h; Potency, µM (highest dose often 46 µM), inactives show top-dose activity change, negative = inhibition, usual class: inhibitors; actives 2.1% (n = 360,000); AID 504444; note: potency is the fitted concentration of half-maximal effect; % is set by controls: 0 for no effect and ±100 for the full control effect; nearly all actives have a fitted effect of over 60% in size
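Nrf2 activity is the BugLite luminescence, read 15 min after reagent at room temperature, following CellTiter-Fluor cytotoxicity readout (30 min, 37C). Compound titrations were applied for 18-24 h to 5000 A549 ARE_Fluc cells/well in 5% FBS OPTI-MEM.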
A549 tox: counter-screen for Nrf2 inhibitors: cytotoxicity in A549 cells. A549 ARE-Fluc cells, CellTiter-Fluor viability, 18-24 h. Potency, µM (highest dose often 46 µM), for inactives: at the highest dose activity change, negative = cytotoxicity, most hits filed as inhibitors. actives 0.16% (n = 390,000); note: potency is the fitted concentration of half-maximal effect; % is set by controls: 0 for no effect and ±100 for the full control effect
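Cytotoxicity counterscreen: CellTiter-Fluor fluorescence was measured in A549 ARE_Fluc cells after 18-24 h of compound exposure in a concentration series. The subsequent BugLite luminescent read reports ARE-luciferase activity.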
Mm-Cpn inhibitor: inhibitors of Methanococcus maripaludis chaperonin (MmCpn); purified Mm-Cpn ATPase, ADP Transcreener TR-FRET; Potency, µM (highest dose often 76.9 µM), for inactives: at the highest dose activity, negative = inhibition, hits mostly inhibitors; actives 0.031% (n = 330,000); note: potency is the fitted concentration of half-maximal effect; % is set by controls: 0 for no effect and ±100 for the full control effect; nearly all actives have a fitted effect of over 80% in size
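Quantitative HTS used 25 nM Mm-CPN and 10 uM ATP in magnesium/KCl Tris buffer, pH 7.4, with 1 mM DTT. Hydrolysis ran 30 min at 37°C; ADP was read by HTRF.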
Nrf2 ARE act: activates Nrf2 signaling; AREc32 ARE-luciferase reporter (MCF7-derived line), luminescence, 24 h; Potency, µM (doses to about 46.1 µM), without a hit: at the top dose activation, hits mostly activators; actives 0.31% (n = 410,000); note: potency is the fitted concentration of half-maximal effect; % of control where 0% means no effect; nearly all actives have a fitted effect of over 65% in size
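Each well held 1000 AREc32 cells, which were incubated with compound for 24 hr at 37 deg C after overnight attachment, and ARE reporter activity was quantified by firefly luciferase luminescence.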
EPAC2 agonist: EPAC2 (human) agonism; actives 0.079% (n = 360,000); AID 720711; EPAC2 activation, biochemical qHTS; response scale: 100% = 6.5 mM cAMP response; Q8WZA2; Potency, µM (doses to about 154 µM), inactives show top-dose activation, most hits filed as activators; note: potency is the fitted concentration of half-maximal effect; nearly all actives have a fitted effect of over 50% in size
Target sequence (Q8WZA2 whole entry, looked up): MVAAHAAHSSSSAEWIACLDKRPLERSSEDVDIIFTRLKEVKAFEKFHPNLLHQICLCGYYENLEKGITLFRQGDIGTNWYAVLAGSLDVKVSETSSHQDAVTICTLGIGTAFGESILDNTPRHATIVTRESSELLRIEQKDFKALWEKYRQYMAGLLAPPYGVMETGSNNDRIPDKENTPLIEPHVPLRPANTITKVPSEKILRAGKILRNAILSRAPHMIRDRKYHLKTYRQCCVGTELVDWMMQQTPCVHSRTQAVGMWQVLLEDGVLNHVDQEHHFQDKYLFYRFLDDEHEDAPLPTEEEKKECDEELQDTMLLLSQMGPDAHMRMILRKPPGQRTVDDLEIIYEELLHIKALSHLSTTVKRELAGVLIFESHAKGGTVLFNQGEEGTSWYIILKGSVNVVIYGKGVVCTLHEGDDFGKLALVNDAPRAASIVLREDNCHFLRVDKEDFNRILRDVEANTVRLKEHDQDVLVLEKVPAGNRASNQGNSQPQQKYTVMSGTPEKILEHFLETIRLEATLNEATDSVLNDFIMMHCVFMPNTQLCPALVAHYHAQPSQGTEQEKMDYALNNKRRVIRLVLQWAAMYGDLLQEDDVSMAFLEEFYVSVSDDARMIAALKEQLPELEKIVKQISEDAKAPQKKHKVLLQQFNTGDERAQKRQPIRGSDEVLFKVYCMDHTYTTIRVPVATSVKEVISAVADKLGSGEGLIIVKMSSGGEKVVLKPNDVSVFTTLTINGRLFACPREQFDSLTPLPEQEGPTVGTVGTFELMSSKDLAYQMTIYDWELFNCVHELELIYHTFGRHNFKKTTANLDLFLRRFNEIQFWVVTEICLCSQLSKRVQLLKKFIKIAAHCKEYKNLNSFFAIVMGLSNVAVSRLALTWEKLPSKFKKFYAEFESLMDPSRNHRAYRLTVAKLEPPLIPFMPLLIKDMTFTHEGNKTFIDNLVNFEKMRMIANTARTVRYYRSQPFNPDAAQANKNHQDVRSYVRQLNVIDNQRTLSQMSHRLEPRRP
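Each well held 100 nM EPAC2, 250 nM RAP1B-BODIPY-GDP and 50 uM GDP. Fluorescence, read at 5-min intervals to 30 min, was referenced to a 6.5 mM cAMP positive control.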
TGFb inhibitor: TGF-b pathway inhibition; HepG2 CAGA-GFP TGF-b/SMAD3 reporter, GFP fluorescence, 18 h; TGF-beta stimulated, 500 pg/mL final; Potency, µM (titrated, usually from 46.1 µM), for the others: at the top dose activity, negative = inhibition, hits mostly inhibitors; actives 1.2% (n = 410,000); note: potency is the fitted concentration of half-maximal effect; % is set by controls: 0 for no effect and ±100 for the full control effect; nearly all actives have a fitted effect of over 65% in size
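Per well, imaged GFP fluorescence of HEPG2 CAGA-GFP cells gives the signal; cells get compound, then TGF-beta (500 pg/mL final), 18 h at 37 degrees C; %Activity versus -TGF-beta and +DMSO controls.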
EPAC2 antagonist: blocks human EPAC2 exchange factor | Q8WZA2 | EPAC2 GEF exchange of Rap1B-BODIPY-GDP, fluorescence | Potency, µM (series often up to 114 µM), for inactives: at the highest dose activity, negative = inhibition, hits mostly inhibitors | actives 0.18% (n = 360,000) | AID 720708; note: potency is the fitted concentration of half-maximal effect; % is set by controls: 0 for no effect and ±100 for the full control effect; nearly all actives have a fitted effect of over 45% in size; many of its hits are not listed in these tables
CCT modulator: modulators of cytosolic chaperonin (CCT/TRiC) activity. purified chaperonin ATPase assay, HTRF ADP detection, 30 min. activity change, % (concentration not given with the values), hits read low. actives 0.3% (n = 360,000); in the data active = activity change below about -30%; note: % is set by controls: 0 for no effect and ±100 for the full control effect
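TRiC at 40 or 20 nM final (batch-dependent) in 30 mM Tris pH 7.4, 100 mM KCl, 5 mM MgCl2, 1 mM DTT, with compound at single 76 uM and 10 uM ATP, 30 min at 37 deg C. ADP detected by HTRF Transcreener, 665/615 ratio.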
pAkt inh: blocks phosphorylation of Akt; Neuro2A IGF-stimulated pAkt S473 HTRF, 20 min; hits give low values; activity change, % for hits at 50 µM; actives 0.32% (n = 360,000); in the data active = activity change below about -80%; inconclusive = mostly about -51% to -80%; note: % is set by controls: 0 for no effect and ±100 for the full control effect
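Neuro2A cells in DMEM with 0.5% FBS, overnight at 37 deg C, given compound at single 50 µM final, then IGF (6 nM final) for 20 min at 37 deg C. Lysed; phospho-Akt Ser473 by HTRF after 24 h, 665/615 ratio.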
* marks the source's active call; other numbers are inactive results; & = joins results of further samples; [ ] = remark or other dose. Unless noted, calls come from the whole dose curve; as a rule, active = well fitted curve in the direction sought with a large enough effect; inconclusive = small, poorly fitted or top-dose-only effect, or another doubt; inactive = no such curve, though single readings can be large; an effect the other way counts as inactive or inconclusive.

`CCNC(=O)/C(C#N)=C/c1c(N2CCN(c3ccc(OC)cc3)CC2)nc2c(C)cccn2c1=O` gave Nrf2 inh inconclusive, A549 tox -16.2%, Mm-Cpn inhibitor 0.5%, Nrf2 ARE act 6.4%, EPAC2 agonist 5.6%, TGFb inhibitor -23.0%, EPAC2 antagonist -4.5%, CCT modulator 0.5 and pAkt inh inactive.
`N/C(=N\OC(=O)c1ccc(Cl)cc1)c1nonc1N` gave Nrf2 inh inconclusive, A549 tox inconclusive, Mm-Cpn inhibitor 0.0%, Nrf2 ARE act 16.5%, EPAC2 agonist 0.3%, TGFb inhibitor -12.6%, EPAC2 antagonist 3.0%, CCT modulator -0.7 and pAkt inh inactive.
Cc1scc(C(=O)NNC(=S)NC(C)c2ccccc2)c1C (stereo not drawn) was read as Nrf2 inh 3.2%, A549 tox -0.9%, Mm-Cpn inhibitor -0.1%, Nrf2 ARE act 0.4%, EPAC2 agonist 2.8%, TGFb inhibitor inconclusive, EPAC2 antagonist 20.0%, CCT modulator 1.7 and pAkt inh inactive.
`O=C(CCN1CCc2ccccc2C1)Nc1ccccc1F` gave Nrf2 inh 3.7%, A549 tox -1.5%, Mm-Cpn inhibitor -0.6%, Nrf2 ARE act 0.0%, EPAC2 agonist -7.3%, TGFb inhibitor -9.3%, EPAC2 antagonist 8.4%, CCT modulator -2.2 and pAkt inh inactive.
`NC(=O)c1ccc(NC(=O)CSc2nnc(C3CC3)n2C2CC2)cc1` gave Nrf2 inh -7.2%, A549 tox 1.3%, Mm-Cpn inhibitor 0.2%, Nrf2 ARE act -0.6%, EPAC2 agonist 1.4%, TGFb inhibitor 9.0%, EPAC2 antagonist 6.6%, CCT modulator -0.8 and pAkt inh inactive.
Screening O=C(C[C@H]1C/C=C\CC[C@H](Cc2ccc(F)cc2)C(=O)OC[C@H]2CCCN2C1=O)N[C@@H](CO)Cc1ccccc1 returned Nrf2 inh 0.0%, A549 tox -6.1%, Mm-Cpn inhibitor 0.0%, Nrf2 ARE act -1.9%, EPAC2 agonist -0.6%, TGFb inhibitor inconclusive, EPAC2 antagonist -7.9%, CCT modulator -0.9 and pAkt inh inactive.
For CCOc1ccccc1CNn1nnnc1N the results were Nrf2 inh 22.5%, A549 tox 5.3%, Mm-Cpn inhibitor -0.5%, Nrf2 ARE act -0.3%, EPAC2 agonist -3.1%, TGFb inhibitor inconclusive, EPAC2 antagonist 0.4%[57.1 µM], CCT modulator -1.4 and pAkt inh inactive.
`O=C(N/N=C1/C(=O)c2cccc3cccc1c23)c1ccc(Cl)cc1` gave Nrf2 inh inconclusive, A549 tox -1.9%, Mm-Cpn inhibitor -0.1%, Nrf2 ARE act inconclusive, EPAC2 agonist -1.9%, TGFb inhibitor -25.6%, EPAC2 antagonist -24.8%, CCT modulator -0.2 and pAkt inh inactive.
For Cc1cc([N+](=O)[O-])ccc1NC(=O)C(C)N1CCN(c2ccccn2)CC1 (stereo not drawn) the results were Nrf2 inh 0.2%, A549 tox -0.3%, Mm-Cpn inhibitor 3.0%, Nrf2 ARE act -0.9%, EPAC2 agonist 9.8%, TGFb inhibitor 1.6%, EPAC2 antagonist 1.6%, CCT modulator -0.7 and pAkt inh inactive.
CCc1nc2ccccc2c(C(=O)OCC(=O)N2CC(C)OC(C)C2)c1C (stereo not drawn) was read as Nrf2 inh -15.3%, A549 tox -3.8%, Mm-Cpn inhibitor -0.5%, Nrf2 ARE act -0.2%, EPAC2 agonist 3.5%, TGFb inhibitor 5.5%, EPAC2 antagonist -2.1%, CCT modulator 0.2 and pAkt inh inactive.
For COc1ccc(Cc2nnc(SC)n2-c2ccc(F)cc2)cc1OC the results were Nrf2 ARE act 0.5%, EPAC2 agonist 8.7%, TGFb inhibitor -5.1%, EPAC2 antagonist 5.6%, CCT modulator 1.0 and pAkt inh inactive.
For COc1ccc(N(C)S(=O)(=O)c2cccc(C(=O)OC(C)C(=O)NC3CCCCC3C)c2)cc1 (stereo not drawn) the results were Nrf2 inh 3.7%, A549 tox 0.4%, Mm-Cpn inhibitor 1.2%, Nrf2 ARE act 2.9%, EPAC2 agonist 1.4%, TGFb inhibitor -2.8%, EPAC2 antagonist -15.1%, CCT modulator -1.5 and pAkt inh inactive.
`Cc1csc2ncc(C(=O)NCc3ccco3)c(=O)n12` gave Nrf2 inh 9.1%, A549 tox -15.5%[1.84 µM], Mm-Cpn inhibitor -0.1%, Nrf2 ARE act 11.2µM*, EPAC2 agonist 4.2%, TGFb inhibitor 1.5%, EPAC2 antagonist 4.9%, CCT modulator -2.1 and pAkt inh inactive.
Screening COc1ccccc1CCNC(=O)CCn1c(=O)c2cccn2c2ccc(F)cc21 returned Nrf2 inh 5.6%&-8.2%, A549 tox 12.7%&-3.0%, Mm-Cpn inhibitor 0.4%, Nrf2 ARE act 0.2%&3.4%, EPAC2 agonist -2.7%, TGFb inhibitor 10.2%&-8.5%, EPAC2 antagonist 0.7%, CCT modulator -0.8 and pAkt inh inactive.
For COc1cccc(CN2c3ccccc3-c3nc(SCC(=O)Nc4cccc(C)c4)ncc3S2(=O)=O)c1 the results were Nrf2 inh inconclusive, A549 tox -11.4%, Nrf2 ARE act -0.8% and TGFb inhibitor inconclusive.
`O=C(COc1ccccc1F)NCCc1ccc2c(c1)OCCO2` gave Nrf2 inh 26.9%, A549 tox 0.6%, Mm-Cpn inhibitor 2.2%, Nrf2 ARE act 3.3%, EPAC2 agonist 8.5%, TGFb inhibitor -1.9%, EPAC2 antagonist 1.9%, CCT modulator -2.3 and pAkt inh inactive.
Cn1c(=O)c2sccc2n2c(CCC(=O)NCc3ccc(Cl)cc3)nnc12 was read as Nrf2 inh inconclusive, A549 tox -6.0%, Nrf2 ARE act 0.4% and TGFb inhibitor -0.9%.
`Cc1cc(NC(=O)CSCC(=O)N2CCN(c3ccccc3)CC2)no1` gave Nrf2 inh -6.9%, A549 tox 0.7%, Mm-Cpn inhibitor 1.0%, Nrf2 ARE act -0.2%, EPAC2 agonist 5.5%, TGFb inhibitor 1.8%, EPAC2 antagonist -3.5%, CCT modulator -0.3 and pAkt inh inactive.
For Cc1cc(N)ccc1-c1cc2ccccc2oc1=O the results were Nrf2 inh -8.2%, A549 tox -10.2%, Mm-Cpn inhibitor 0.1%, Nrf2 ARE act 0.3%, EPAC2 agonist 0.2%, TGFb inhibitor -8.2%, EPAC2 antagonist inconclusive, CCT modulator 1.9 and pAkt inh inactive.
Screening Cc1cn(C(=O)C(C)N2C(=O)c3ccccc3C2=O)c(C)n1 (stereo not drawn) returned Nrf2 inh -8.1%, A549 tox -3.5%, Mm-Cpn inhibitor 0.0%, Nrf2 ARE act 0.2%, EPAC2 agonist 3.9%, TGFb inhibitor -21.6%, EPAC2 antagonist 10.6%, CCT modulator 0.4 and pAkt inh inactive.
Screening O=C(CNC1CCCCC1)Nc1ccc(Cl)cc1 returned Nrf2 inh 14.7%, A549 tox -2.5%, Mm-Cpn inhibitor 0.1%, Nrf2 ARE act -0.3%, EPAC2 agonist -6.0%, TGFb inhibitor -1.8%, EPAC2 antagonist 13.8%, CCT modulator 0.1 and pAkt inh inactive.
For CN(C)S(=O)(=O)c1ccc2oc(SCC(=O)NCC(F)(F)F)nc2c1 the results were Nrf2 inh 5.3%, A549 tox -0.7%, Mm-Cpn inhibitor 0.1%, Nrf2 ARE act 0.4%, EPAC2 agonist 2.5%, TGFb inhibitor 9.4%, EPAC2 antagonist -3.6%, CCT modulator -2.2 and pAkt inh inactive.
Screening CCCC(=O)Nc1ccc(-c2ccc(NC(=O)CCC)cc2)cc1 returned Nrf2 inh 4.2%, A549 tox -2.0%, Mm-Cpn inhibitor -0.1%, Nrf2 ARE act -0.8%, EPAC2 agonist -6.2%, TGFb inhibitor 0.0%, EPAC2 antagonist 5.2%, CCT modulator 0.3 and pAkt inh inactive.
Screening CCOC(=O)C1CCCN(C(=O)CSc2nnnn2C)C1 (stereo not drawn) returned Nrf2 inh 1.9%, A549 tox 0.2%, Mm-Cpn inhibitor 0.3%, Nrf2 ARE act 0.0%, EPAC2 agonist 5.0%, TGFb inhibitor -2.0%, EPAC2 antagonist 1.1%, CCT modulator -0.8 and pAkt inh inactive.
Screening CC(C)c1nc(Cl)c(C#N)c2c1COC(C)(C)C2 returned Nrf2 inh 1.1%, A549 tox 9.8%, Mm-Cpn inhibitor 0.1%, Nrf2 ARE act 0.6%, EPAC2 agonist -1.4%, TGFb inhibitor 56.8%[activator], EPAC2 antagonist -6.4%, CCT modulator -0.4 and pAkt inh inactive.
For Cc1nc(NC(=O)c2cccnc2Cl)sc1C the results were Nrf2 inh inconclusive, A549 tox 10.5%, Nrf2 ARE act 7.2%, EPAC2 agonist 5.8%, TGFb inhibitor -6.9%, EPAC2 antagonist 0.2%, CCT modulator -0.8 and pAkt inh inactive.
Cc1c(NS(=O)(=O)c2cccc(C(=O)NCc3ccncc3)c2)c(=O)n(-c2ccccc2)n1C was read as A549 tox -1.1%, Mm-Cpn inhibitor 1.7%, Nrf2 ARE act -0.7%, EPAC2 agonist 1.1%, TGFb inhibitor -2.5%, EPAC2 antagonist 6.2%, CCT modulator 0.2 and pAkt inh inactive.
For CN(Cc1ccco1)S(=O)(=O)c1nnc(NC(=O)c2ccccc2)s1 the results were Nrf2 inh 11.2%&9.7%, A549 tox -5.3%&3.5%, Mm-Cpn inhibitor -4.6%, Nrf2 ARE act 10.6%&6.1%, EPAC2 agonist 0.2%, TGFb inhibitor 3.7%&0.0%, EPAC2 antagonist 3.5%, CCT modulator 0.2 and pAkt inh inactive.

Not all compounds are listed, so the mix of outcomes need not match the whole.
